TRPML3 ag: human TRPML3 channel agonists, primary screen, cell-based, HEK293 TRPML3-YFP, Fluo-8 calcium fluorescence, 3 µM | Mucolipin-3 (Homo sapiens), Q8TDD5 | 100% = the carbachol control signal | activation, % at 3 µM | hit rate 0.29% among 220,000 | AID 1448, 2008;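 active = activation above its plate's cutoff, the mean activation of the plate's test wells plus 3 SD, cut at about 12% in these data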;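 note: 0% = DMSO only wells and 100% = carbachol wells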
Target sequence (Q8TDD5 whole entry, looked up): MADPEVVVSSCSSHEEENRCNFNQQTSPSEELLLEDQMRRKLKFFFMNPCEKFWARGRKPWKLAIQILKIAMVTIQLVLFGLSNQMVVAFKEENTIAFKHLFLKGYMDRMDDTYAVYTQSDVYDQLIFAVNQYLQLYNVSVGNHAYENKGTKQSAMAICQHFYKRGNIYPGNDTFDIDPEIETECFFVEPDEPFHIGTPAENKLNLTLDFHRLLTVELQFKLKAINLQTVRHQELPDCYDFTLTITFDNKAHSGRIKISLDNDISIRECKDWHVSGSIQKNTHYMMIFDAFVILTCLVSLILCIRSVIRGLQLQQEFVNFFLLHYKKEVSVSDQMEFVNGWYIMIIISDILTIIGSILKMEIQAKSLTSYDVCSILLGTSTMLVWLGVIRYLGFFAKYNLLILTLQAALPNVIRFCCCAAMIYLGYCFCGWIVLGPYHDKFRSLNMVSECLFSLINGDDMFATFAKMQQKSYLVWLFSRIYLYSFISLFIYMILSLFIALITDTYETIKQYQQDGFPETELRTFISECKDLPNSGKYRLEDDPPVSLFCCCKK
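Test system: TRPML3-YFP stable HEK293 cells. Doses: single point at 3 µM. Incubation: dye loading 1 h 37 °C then 30 min ambient, 125 s read. Signal: Fluo-8 calcium dye fluorescence, ex 470-495, em 515-575 nm. Measure: percent activation from peak-to-basal fluorescence ratio, scaled between DMSO and carbachol.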
NPY2 pot ag: NPY-Y2 potentiators or agonists, primary screen, cell-based; Neuropeptide Y receptor type 2 (Homo sapiens), P49146; cells expressing NPY-Y2, potentiator/agonist read-out; activation, % at 3.6 µM; hit rate 0.45% among 220,000; in the data active = activation above about 27%;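 note: cells stimulated with NPY near EC25 plus isoproterenol at EC100; 0% = vehicle plus submaximal agonist and 100% = vehicle plus saturating agonist; some results beyond the cut were filed as inactive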
CHOP inh: inhibitors of CHOP promoter induction, primary screen, cell-based, unfolded protein response, luciferase reporter; inhibition, % at 10 µM; hit rate 3.8% among 220,000; CHO-K1 CHOP-promoter luciferase, tunicamycin-induced, 15-18 h;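 active = compounds that reduced the stress-induced luciferase reporter signal by more than about 70% of percent inhibition, limit read from the data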;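 note: 0% = tunicamycin plus vehicle and 100% = wells without tunicamycin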
EP2 modulator: EP2 receptor modulators, cAMP readout, primary screen, cell-based, HTRF cAMP, PGE2 stimulation; Prostaglandin E2 receptor EP2 subtype (Homo sapiens), P43116; EP2-expressing cells, cAMP HTRF FRET, PGE2 co-stimulation; induction, % at 25 µM; hit rate 0.83% among 260,000;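 active = compounds whose cAMP rise, as percent of the full-agonist control response, exceeds 60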;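 note: rat C6 glioma line stably carrying human EP2 under a CMV promoter; the protocol text gives 20 µM as final concentration; 100% = response of wells given 1 µM PGE2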
Target sequence (P43116 whole entry, looked up): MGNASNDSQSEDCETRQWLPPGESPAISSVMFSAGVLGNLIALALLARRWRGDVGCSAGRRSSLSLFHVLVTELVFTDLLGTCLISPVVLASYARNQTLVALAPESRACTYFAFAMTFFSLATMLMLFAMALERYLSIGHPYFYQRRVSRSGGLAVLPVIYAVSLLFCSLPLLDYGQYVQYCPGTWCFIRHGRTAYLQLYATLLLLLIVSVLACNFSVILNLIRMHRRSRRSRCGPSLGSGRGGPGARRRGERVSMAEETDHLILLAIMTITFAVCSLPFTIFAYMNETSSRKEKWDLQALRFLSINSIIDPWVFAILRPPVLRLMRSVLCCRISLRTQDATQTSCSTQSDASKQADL
NPY-Y1 PAM-ag: NPY-Y1 receptor potentiators or agonists, primary screen, cell-based; activation, % at 3.6 µM; NPY-Y1 expressing cells, potentiator/agonist activation; AID 1304, 2008; hit rate 0.37% among 220,000; in the data active = activation above about 33%, passing the limit was not always enough;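 note: cells stimulated with NPY at EC10 then isoproterenol at EC100; 0% = low agonist plus stimulus and 100% = saturating agonist plus stimulus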
S1P4 antag: S1P4 receptor antagonists, primary screen, cell-based; S1P4-expressing cells, antagonist mode, reporter read-out; inhibition, % at 4.98 µM; hit rate 0.26% among 220,000; AID 1510, 2009; in the data active = inhibition above about 29%;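 note: 0% = wells stimulated with agonist and 100% = vehicle wells without agonist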
S1P4 agonist: S1P4 receptor agonists, primary screen, cell-based | Sphingosine 1-phosphate receptor 4 (Homo sapiens), O95977 | S1P4-expressing cell line, agonist reporter assay | activation, % at 4.98 µM | hit rate 0.35% among 220,000 | AID 1509, 2009; in the data active = activation above about 11%;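 note: 0% = DMSO vehicle and 100% = reference agonist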
TRPN1 ag: zebrafish TRPN1 channel agonists, primary screen, cell-based, HEK293, calcium fluorescence; AID 1424, 2008; hit rate 0.18% among 220,000; transient receptor potential cation channel N1 (TRPN1/NompC), Danio rerio; activation, % at 3 µM; HEK293 zebrafish TRPN1-YFP, Fluo-8 calcium fluorescence; 100% = response to 87 µM carbachol;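 active = activation above its plate's cutoff, the mean activation of test wells on that plate plus 3 SD, cut at about 19% in these data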;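 note: 0% = DMSO alone and 100% = 87 µM carbachol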
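Material: zebrafish TRPN1-YFP in HEK293 cells; Doses: single test compound dose, 3 µM nominal, 0.3% DMSO; Timing: dye loading 1 h at 37 °C, then 30 min room temperature; Technique: intracellular calcium fluorescence with Fluo-8; Benchmarks: high carbachol 87 µM, low DMSO alone.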
NPY-Y1 antag: NPY-Y1 receptor antagonists, primary screen, cell-based; HEK293-CNG Y1 cells, membrane potential fluorescence; NPY at EC95, then isoproterenol; hit rate 1% among 200,000; inhibition, % at 3.6 µM; Neuropeptide Y receptor type 1 (Homo sapiens), P25929;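 active = inhibition above the campaign mean inhibition of all tested compounds plus 3 SD, cut at about 20% in these data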;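 note: 0% = DMSO wells given NPY plus isoproterenol and 100% = isoproterenol alone without NPY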
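Assay system: HEK293 cells with Y1 receptor plus CNG channel | Probe or stimulus: NPY (25 nM), isoproterenol (1 µM), Ro 20-1724 (25 µM) | Timing: Compound incubation 1 h at room temperature, readout 45 min post-stimulation | Measured by: Membrane-potential fluorescent dye readout | Benchmarks: High control isoproterenol alone, low control NPY with isoproterenol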
An asterisk follows results filed as active; . = not tested or not shown; & = joins results of further samples.

SMILES	TRPML3 ag	NPY2 pot ag	CHOP inh	EP2 modulator	NPY-Y1 PAM-ag	S1P4 antag	S1P4 agonist	TRPN1 ag	NPY-Y1 antag
CC(C(=O)NCC1(c2ccccc2)CCCC1)N1CCOCC1 (stereo not drawn)	0.5	2	5	8	-7	5	1.1	-0.5	-1
CC1(C)Cc2c(c(-c3ccccc3)[nH]c(=O)c2C#N)CS1	0.7	8	12	6	-7	-10	-0.8	0.8	-7
COc1ccc(Cn2ccc(=O)c(Cc3c(Cl)cccc3Cl)c2C)cc1	0.4	-7	13	10	-10	-3	-1.5	0.1	-1
Cc1ccc(Nc2ncnc(-n3cccc3)n2)cc1Cl	0.8	3	9	-11	8	-5	1.1	-0.2	.
O=C1/C(=C/c2ccccc2)SC(=S)N1C1CCS(=O)(=O)C1 (stereo not drawn)	0.3	-3	9	-75	22	-8	0.6	-0.4	.
O=C(Nc1ccc(N2CCOCC2)c(Cl)c1)c1cc2ccccc2o1	-0.2	-2	.	-6	14	-12	0.7	0.6	5
Oc1cc(Br)ccc1C=Nc1ccc(N2CCCCC2)cc1	-1.6	31	20	10	39	10	0.7	-2.3	.
CC(=O)NS(=O)(=O)c1ccc(NC(=S)NC(=O)Cc2ccccc2)cc1	1.2	2	17	22	11	-9	2.1	0.9	3
OCC1(Cc2ccccc2)CCCN(Cc2cn[nH]c2-c2ccccc2)C1 (stereo not drawn)	0.9	-18	-7	-21	-8	-5	1.9	-1.1	7
COCCN(C(=O)c1cccc(OC)c1)c1nnc(-c2ccncc2)s1	-0.1	11	20	10&7	13	-3	1.7	0.8	-3
Cc1ccc(CCC(=O)Nc2ncc(Cc3cc(Cl)ccc3Cl)s2)o1	-0.1	-1	35	24	-16	-7	0.8	1.0	6
COc1ccc(-c2c(C)oc3c(CN4CCCCC4C)c(O)ccc3c2=O)cc1OC (stereo not drawn)	-0.1	4	16	-9	7	-5	0.5	1.2	-3
CCN1CCN(C(=S)c2ccc(Cl)cc2)CC1	0.5	9	3	8	-2	7	2.5	-1.2	-2
CC(O)CNCCCOc1cccc(C(F)(F)F)c1 (stereo not drawn)	1.1	8	17	11	9	-3	0.6	1.5	0
CC(=O)Nc1ccc(S(=O)(=O)NCc2cn3ccsc3n2)cc1	-0.3	-9	53	30	1	0	-1.8	-0.1	8
O=CN1CCN(C(C(=O)NC2CCCC2)c2cc3c(cc2[N+](=O)[O-])OCO3)CC1 (stereo not drawn)	0.3	7	16	-2	2	3	-1.6	-0.5	6
Cc1ccccc1-c1ncc(CN2CCN(C3CCCCC3)C(CCO)C2)cn1 (stereo not drawn)	1.2	-13	-5	14	2	-2	-0.3	0.5	-1
COc1ccccc1C(=O)COC(=O)c1ccc(N(C)C)cc1	0.4	5	-17	15	1	-11	1.3	0.6	7
CN1C(=O)c2ccccc2C(C(=O)O)C1c1cccc([N+](=O)[O-])c1 (stereo not drawn)	1.1	-5	7	16	22	-12	1.0	0.7	-3
O=C(/C=C/c1ccco1)NC(=S)Nc1cccc([N+](=O)[O-])c1	0.5	7	-22	1	-6	-7	-2.8	4.2	-4
COc1ccc(S(=O)(=O)N(C)C)cc1NC(=O)COC(=O)c1nn(C)c(=O)c2ccccc12	0.0	0	15	17	-14	-9	1.3	1.7	-1
COc1ccccc1CN1C[C@@H]2C[C@@H](c3cccc(O)c3)N3CCC[C@@]23C1=O	-0.1	8	11	18	-13	5	0.0	-1.6	7
O=c1c2ccccc2c(C=NCCO)c(O)n1-c1ccccc1	1.0	-9	15	5	0	10	0.6	1.2	-1
CCn1nnnc1SCC(=O)N1CCN(c2ccccc2)CC1	0.9	-19	1	7	-7	6	-1.6	2.8	.

At a glance, nine of the compounds above.
SMILES	TRPML3 ag	NPY2 pot ag	CHOP inh	EP2 modulator	NPY-Y1 PAM-ag	S1P4 antag	S1P4 agonist	TRPN1 ag	NPY-Y1 antag
CCN1CCN(C(=S)c2ccc(Cl)cc2)CC1	0.5	9	3	8	-2	7	2.5	-1.2	-2
CC(O)CNCCCOc1cccc(C(F)(F)F)c1 (stereo not drawn)	1.1	8	17	11	9	-3	0.6	1.5	0
CC(=O)Nc1ccc(S(=O)(=O)NCc2cn3ccsc3n2)cc1	-0.3	-9	53	30	1	0	-1.8	-0.1	8
O=CN1CCN(C(C(=O)NC2CCCC2)c2cc3c(cc2[N+](=O)[O-])OCO3)CC1 (stereo not drawn)	0.3	7	16	-2	2	3	-1.6	-0.5	6
Cc1ccccc1-c1ncc(CN2CCN(C3CCCCC3)C(CCO)C2)cn1 (stereo not drawn)	1.2	-13	-5	14	2	-2	-0.3	0.5	-1
COc1ccccc1C(=O)COC(=O)c1ccc(N(C)C)cc1	0.4	5	-17	15	1	-11	1.3	0.6	7
CN1C(=O)c2ccccc2C(C(=O)O)C1c1cccc([N+](=O)[O-])c1 (stereo not drawn)	1.1	-5	7	16	22	-12	1.0	0.7	-3
O=C(/C=C/c1ccco1)NC(=S)Nc1cccc([N+](=O)[O-])c1	0.5	7	-22	1	-6	-7	-2.8	4.2	-4
COc1ccc(S(=O)(=O)N(C)C)cc1NC(=O)COC(=O)c1nn(C)c(=O)c2ccccc12	0.0	0	15	17	-14	-9	1.3	1.7	-1

(listing goes on)
SMILES	TRPML3 ag	NPY2 pot ag	CHOP inh	EP2 modulator	NPY-Y1 PAM-ag	S1P4 antag	S1P4 agonist	TRPN1 ag	NPY-Y1 antag
CN(C)/C=C/C(=O)c1cnc(-c2ccc(Cl)cc2)s1	-0.1	3	-53	-67	17	-2	0.3	0.2	-8
CC(=O)c1c(C)[nH]c(C(=O)CSc2nc3ccccc3n2C)c1C	3.3	-2	32	-60	10	-20	-2.7	9.8	-1
CCCCCN1C=CC(=C2C(=O)c3ccccc3C2=O)C=C1	0.3	7	98*	-12	12	-21	1.4	1.9	3
CCOC(=O)NC(Nc1nc2ccccc2s1)(C(=O)OCC)C(F)(F)F (stereo not drawn)	-2.0	13	-5	14	11	1	0.1	-1.6	4
COC(=O)[C@@H](NC(=O)Nc1cc(Cl)ccc1C)C(C)C	0.0	-7	19	15	20	1	0.3	1.5	0
CC(C)OC(=O)CSc1nc2cccnc2n1-c1ccc(F)cc1	0.3	-41	18	-2&-3	-12	-9	-2.4	-0.8	-1
COC(=O)c1sc(S(=O)(=O)Nc2ccc(Br)cc2)c(C(=O)OC)c1C	-0.4	-1	21	-2	-8	-6	-0.7	-1.0	6
CCCCC(=O)NC(=S)Nc1cccc(Cl)c1N1CCCCC1	1.1	2	-18	35	25	-11	1.5	-1.6	6
COCCn1nnnc1C(c1ccccc1Cl)N1CCN(c2ccccc2OC)CC1 (stereo not drawn)	0.3	17	82*	35	89*	-7	-1.4	-0.2	5
Cc1cccc(N2C(=O)CC(Sc3ccccc3C(=O)O)C2=O)c1 (stereo not drawn)	0.4	-6	17	-1	-7	-9	-1.3	-0.2	-1
CCOC(=O)c1c(NCC(C)C)c2ccccc2[nH]c1=O	0.1	-1	34	11	-19	-9	-2.1	-0.9	2
S=c1[nH]nc(-c2ccccc2)n1/N=C/c1c[nH]c2ccccc12	0.6	-2	30	-8	32	-12	3.7	-1.0	-4

Whole records, quoted from the list. Order of values: TRPML3 ag | NPY2 pot ag | CHOP inh | EP2 modulator | NPY-Y1 PAM-ag | S1P4 antag | S1P4 agonist | TRPN1 ag | NPY-Y1 antag
`CC(=O)c1c(C)[nH]c(C(=O)CSc2nc3ccccc3n2C)c1C` is entered as 3.3 | -2 | 32 | -60 | 10 | -20 | -2.7 | 9.8 | -1
`S=c1[nH]nc(-c2ccccc2)n1/N=C/c1c[nH]c2ccccc12` is entered as 0.6 | -2 | 30 | -8 | 32 | -12 | 3.7 | -1.0 | -4

New compounds follow:
SMILES	TRPML3 ag	NPY2 pot ag	CHOP inh	EP2 modulator	NPY-Y1 PAM-ag	S1P4 antag	S1P4 agonist	TRPN1 ag	NPY-Y1 antag
Clc1ccc(OCCCCN2CCc3ccccc3C2)cc1	0.3	-26	39	32	-16	-2	0.9	-1.3	14
CN(C)c1nc2n(c(=O)n1)CCS2	0.8	-1	7	8	16	2	-0.2	-0.8	2
Clc1ccc(-c2nnc(N3CCOCC3)o2)cc1	0.5	3	9	1	6	1	1.1	1.2	.
CCn1cc(C(=O)NCc2ccc(C)o2)c2cc(OC)c(OC)cc2c1=O	-0.5	2	15	6	-6	-10	3.0	1.0	-3
O=C1c2ccccc2C(=O)N1c1ccc(S(=O)(=O)N2CCN(c3ccccc3)CC2)cc1	0.9	0	45	-13	-8	-13	2.2	0.2	-3
CC(C)c1ccccc1NS(C)(=O)=O	0.3	-10	-22	18	-2	-6	-1.0	0.7	1
COc1ccc(C/C(O)=C(\C#N)c2nc3ccccc3s2)cc1	2.4	1	0	-3	16	-13	1.0	5.5	-2
CC[N+](C)(C)CCN(Cc1ccc(Cl)cc1)c1ccccn1	0.6	4	17	3	4	-9	0.7	0.7	-4
Cc1cc(C)c2c(N)c(C(=O)Nc3ncc(C)s3)sc2n1	0.6	3	96*	-53	-21	-1	-1.7	0.8	-4
CC(=O)Nc1cccc(C(=O)OCC(=O)NC(C)c2ccc(F)cc2)c1 (stereo not drawn)	0.8	9	-3	-31	-10	-4	0.3	2.0	5
O=C(COC(=O)COc1ccccc1)Nc1ccc(S(=O)(=O)N2CCOCC2)cc1	0.9	12	-12	-11	0	-12	-0.3	0.0	4
CCOC(=O)/C(=N/Nc1ccccc1OC)N1CCCc2ccccc21	0.2	-27	24	31	-7	10	-0.4	-0.6	.
COC(=O)c1ccc(CSc2nnc(-c3ccncc3)o2)o1	1.2	6	35	8	-78	-3	0.0	0.7	4
CC(OC(=O)c1ccc(NS(=O)(=O)c2ccc3[nH]c(=O)[nH]c3c2)cc1)C(=O)Nc1cccc(Cl)c1Cl (stereo not drawn)	0.7	4	-10	-2	9	-25	-0.5	2.2	.
COc1ccccc1C(=O)Nc1nnc(-c2ccc3c(c2)CCCC3)o1	0.1	-33	80*	-11	-45	-13	0.2	0.1	14
Cc1ccc(NC(=O)COC(=O)Cc2ccsc2)c(C)c1	-0.5	2	11	23	2	2	0.6	-2.3	3
Cc1cc2c3c(c1C)C1(C(=O)N3C(C)(C)CC2C)C(C#N)=C(N)Oc2cc(O)ccc21 (stereo not drawn)	0.8	14	39	-24&9	-11	7	0.1	0.3	9
NNC(=O)c1sc2cc(C(F)(F)F)cnc2c1-c1ccccn1	0.2	12	31	22	-3	-13	0.8	-0.2	3

Screens (PubChem BioAssay)
